From PubChem
NPYLR7 ag: activates Aedes aegypti NPYLR7 receptor; HEK293T NPYLR7/Galpha15, GCaMP6s calcium fluorescence; activation, % at 10 µM; 0.15% of 270,000 active; AID 1259423; in the data active = activation above about 40%;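 also: 0% = vehicle and 100% = reference agonist at the receptor; some compounds past the cut are filed as inactive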
hcGAS inh: human cGAS inhibition | Q8N884 | inhibition, % at 12.5 µM | recombinant h-cGAS, ATP depletion, Kinase-Glo luminescence | 0.081% of 290,000 active;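 also: 0% = vehicle reaction and 100% = reaction without DNA for no activity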
Target sequence (Q8N884 whole entry, looked up): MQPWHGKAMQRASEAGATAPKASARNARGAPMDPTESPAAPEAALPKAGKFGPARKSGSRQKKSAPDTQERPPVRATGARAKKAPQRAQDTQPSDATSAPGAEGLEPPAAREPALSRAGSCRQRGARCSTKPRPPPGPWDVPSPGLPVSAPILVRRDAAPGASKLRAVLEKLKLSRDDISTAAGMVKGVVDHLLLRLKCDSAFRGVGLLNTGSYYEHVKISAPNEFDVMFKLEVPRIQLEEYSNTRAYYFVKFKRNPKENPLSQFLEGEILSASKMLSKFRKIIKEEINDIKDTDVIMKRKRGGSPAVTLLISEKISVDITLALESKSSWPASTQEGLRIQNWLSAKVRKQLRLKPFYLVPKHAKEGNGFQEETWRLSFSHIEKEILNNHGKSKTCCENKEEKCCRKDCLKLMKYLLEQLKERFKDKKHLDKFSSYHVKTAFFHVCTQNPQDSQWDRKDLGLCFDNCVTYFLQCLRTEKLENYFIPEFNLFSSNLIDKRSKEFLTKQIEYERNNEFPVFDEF
mcGAS lum: mouse cGAS inhibition by luminescence. Q8C6L5. recombinant cGAS, Kinase-Glo ATP depletion luminescence. inhibition, % at 12.5 µM. 0.15% of 160,000 active;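 also: 0% = negative control wells and 100% = reference inhibitor with no enzyme activity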
An asterisk follows results filed as active; . = no result given; & = joins results of further samples; ! = a repeat was not active. Rule as the data show it, unless noted: active = inhibition above about 40%; inactive = the rest. The order is random (roughly 0.29% active in at least one column).

Compound	NPYLR7 ag	hcGAS inh	mcGAS lum
CCN1CCN(c2c(CN(C(=O)c3ccc4c(c3)OCO4)C(C)C)c(C)nn2-c2cccc(F)c2)CC1	-3	-6	-6
C=CCCC(=O)N1CCc2ccc(NC(=O)c3ccc(C(F)(F)F)cc3)cc2C1	5	-2&-2	.
COc1ccc(-c2cc(C(F)(F)F)n3ncc(C(=O)Nc4cccc(C(F)(F)F)c4)c3n2)cc1OC	11	-6	-6
C=CCNC(=O)N1CCN(C(C(=O)NCc2ccccc2F)C2CCCC2)CC1 (stereo unspecified)	-13	1	-3
COCC(=O)NCCn1ncc2c(N3CCCC3)ncnc21	2	-13	-9
Cc1nnc(NC(=O)c2cc(-c3ccccc3)n(C3CCS(=O)(=O)C3)n2)s1 (stereo unspecified)	4	0	-6
CCOC(=O)C1=C(C)NC(=O)NC1c1ccc(-c2ccc(Cl)cc2Cl)o1 (stereo unspecified)	-6	10	3
COCc1cc(C)nc(OCC(=O)N/N=C\c2ccc(-c3ccc(C(=O)O)cc3)o2)c1C#N	-11	6	1
Cc1cc(C=NNC(C)(C)C)c(C)n1-c1ccc(I)cc1	2	-5	.
CC(C)N(Cc1ccccc1)C(=O)c1cccc(S(C)(=O)=O)c1	4	-5	.
O=C(NCCCl)N1CCn2cccc2C1c1ccc(F)cc1 (stereo unspecified)	14	-5	.
Cn1nnc2c(SCc3ccc(C(F)(F)F)cc3)ncnc21	-1	-3	.
O=C(c1ccc(Cl)c(S(=O)(=O)N2CCCCCC2)c1)N1CCCC1c1nc2ccccc2[nH]1 (stereo unspecified)	-9	-6	.
Cc1ccc2oc3c(c(=O)c2c1)C(c1ccccc1)N(c1nccs1)C3=O (stereo unspecified)	6	-5	.
COc1cc(C=C(C#N)S(=O)(=O)c2ccc(Cl)cc2)cc(Cl)c1O	118*	-1	.
O=C(C=C(O)c1cccc(C(O)=CC(=O)C(F)(F)F)n1)C(F)(F)F	-2	10	.

Reprinted from the part before: 3 compounds, followed by the next part.
Compound	NPYLR7 ag	hcGAS inh	mcGAS lum
Cc1ccc2oc3c(c(=O)c2c1)C(c1ccccc1)N(c1nccs1)C3=O (stereo unspecified)	6	-5	.
COc1cc(C=C(C#N)S(=O)(=O)c2ccc(Cl)cc2)cc(Cl)c1O	118*	-1	.
O=C(C=C(O)c1cccc(C(O)=CC(=O)C(F)(F)F)n1)C(F)(F)F	-2	10	.
CCC(=O)Nc1ccc(-c2nc3ccccc3o2)cc1	-1	-2	-3
Cc1ccnn1CCN1CCC(=O)N(CC2CC2)C(C(C)C)C1 (stereo unspecified)	0	-3	-12
O=C(COc1ccc2ccccc2c1)NN=Cc1ccc([N+](=O)[O-])cc1	1	-10	.
CC(C)Oc1ccc(F)cc1NC(=O)N1CCC2(CC1)OCCO2	7	-5	.
Cc1ccccc1-n1cnc(Cl)c1C(=O)O	0	1	.
COc1ccccc1OCC(=O)NCc1cc(-c2ccc3c(c2)OCO3)on1	2	-2	-5
COc1cccc(-c2nnc(SCc3ccc(C(=O)NCc4ccco4)cc3)n2-c2ccc(F)cc2)c1	7	-4	-7
CC(C)(C)c1cc(N2CCN(C/C=C/c3ccccc3)CC2)nc(SCc2ccc(C(=O)NCc3cccnc3)cc2)n1	0	-6	-5
Cn1c2c(c(=O)n(C)c1=O)CN(CCN1CCNCC1)CN2	-11	-4	.
O=C(CN(CCCN1CCOCC1)S(=O)(=O)c1ccc(Cl)cc1)N(Cc1ccccc1)Cc1ccco1	-5	0	0
CN(Cc1cccc(O)c1)C(=O)CCNC(=O)c1ccc2ccccc2c1	1	7	.
COc1cc2c(cc1NC(=O)CSc1nnc(C3(c4ccc(Cl)cc4)CCC3)o1)oc1ccccc12	-5	0	1
CNc1cc(C(=O)N(C)CC(=O)Nc2ccc(C)cn2)cc(Cl)n1	9	-7	.
CC(C)CCNS(=O)(=O)c1ccc(NCc2cccnc2)nc1	1	16	.
O=C(c1ccc(F)cc1)N(Cc1ccc2c(c1)OCO2)Cc1c(-c2ccccc2)noc1N1CCCC1	9	-3	-7
Cc1c(C(C)Nc2nncc(-c3cccc(F)c3)n2)cnn1C (stereo unspecified)	7	-7	.
COCCN(Cc1nccn1Cc1ccc(Cl)c(Cl)c1)S(=O)(=O)c1ccc(C)cc1	2	3	-1
COc1ncccc1C(=O)NC1CC(=O)N(CCc2cccc(Cl)c2)C1 (stereo unspecified)	2	-8	.
CNCC#CCOc1cc(C)ccc1C	-8	-3	-7
Cc1c(C(C)NC(=O)C(C)Oc2ccccc2)cnn1C (stereo unspecified)	15	-5	.
Cc1cnn(CCCNc2ccccc2S(=O)(=O)C(F)F)c1	-3	-4	-10
O=C(N=C1c2ccccc2CN1c1ccc2c(c1)OCO2)c1ccco1	9	-3	.
O=C1OCCN1c1ccccc1-n1cnnc1	.	-3	-8
CCOC(=O)C(c1n[nH]c(C2CC2)n1)C1CCCCC1 (stereo unspecified)	0	-6	.

Overlap with the part before: 3 compounds, followed by the next part.
Compound	NPYLR7 ag	hcGAS inh	mcGAS lum
O=C(N=C1c2ccccc2CN1c1ccc2c(c1)OCO2)c1ccco1	9	-3	.
O=C1OCCN1c1ccccc1-n1cnnc1	.	-3	-8
CCOC(=O)C(c1n[nH]c(C2CC2)n1)C1CCCCC1 (stereo unspecified)	0	-6	.
CCCCn1nc(C)c(CNC2CCc3ncnn3C2)c1Cl (stereo unspecified)	9	-9	.
Cc1nn(C)c(C)c1NC(=O)c1cccc(CN2CCc3ccccc3C2)c1	2	-6	.
COCCNC(=O)C1(C)CCCN(Cc2ccc3ccccc3c2Br)C1 (stereo unspecified)	8	3	0
O=C(Nc1ccc2c(c1)OCO2)c1cnn2c(C(F)(F)F)cc(-c3ccco3)nc12	-8	-4	1
CCC(=O)N1CCC1(C)C(=O)Nc1cccc(OC)c1OC (stereo unspecified)	-3	0	-1
O=C(CN1CCSC1=O)Nc1ccc(OCC(F)(F)F)cc1	-4	2	.
C=CCNC(=O)c1nnn(-c2ccc(OCC)cc2)c1COC	3	-11	-8
CCCCN(C)c1c(C)nc2ccc(C(=O)N3CCCC(C(N)=O)C3)cn12 (stereo unspecified)	-5	-5	-3
Cc1ccc(OCc2cc(C(=O)N(C)Cc3nc4ccccc4[nH]3)no2)cn1	-3	-6	-3
Cc1ccc(C(O)c2nnc(Nc3cccc(C(C)C)c3)s2)cc1 (stereo unspecified)	9	-2	-5
C=CCN1C(=O)c2ccc(C(=O)Nc3ccc(F)cc3Cl)cc2C1=O	13	-14	.
COC(=O)C1CCN(C(c2ccc(Br)cc2)C2Sc3nc(C)nn3C2=O)CC1 (stereo unspecified)	4	-8	.
Cc1cc(N2CC(c3cccnc3)C2)c2cc3c(cc2n1)OCO3	.	-8	-12
CC1(C(=O)NS(=O)(=O)c2ccc(Br)cc2)CCN1C(=O)Cc1cccs1 (stereo unspecified)	-1	6	.
O=C(c1cccc(F)c1)N(Cc1cccc(Cl)c1)CC1CC(c2ccccc2F)=NO1 (stereo unspecified)	21	-8	-9
CC1CCCCN1Cc1nc2c(c(=O)n(C)c(=O)n2C)n1Cc1cccc2ccccc12 (stereo unspecified)	8	-5	-6
O=C(NC1CC1)c1cc2n(n1)CCN(C(=O)CC1NC(=O)c3ccccc31)C2 (stereo unspecified)	7	0	-16
CCOC(=O)c1cc(-c2cccc(NC(=O)c3cccc(C#N)c3)c2)n(-c2cccc(C)c2)n1	3	-7	-9
Cn1nc([N+](=O)[O-])c(C(C#N)c2nc3ccccc3o2)c(Cl)c1=O (stereo unspecified)	-3	-15	.
CC(C)n1c(Cl)nc2c1c(=O)n(C)c(=O)n2C	3	-3	-5
Cc1cc2nc(-c3ccccc3)c(N3CCCN(C(=O)c4cc(F)ccc4C)CC3)nc2cc1C	.	-10	-7
Cn1nc(C2CCN(C(=O)C3COC(=O)N3)CC2)n(-c2ccccc2)c1=O (stereo unspecified)	18	-5	-14
CC(Oc1ccc2c(c1)OCO2)c1nn2c(C3CC3)nnc2s1 (stereo unspecified)	1	-6	-16
CCOC(=O)N1CCN(C(=O)CC2(c3ccccc3OC)CC(=O)N(C)C2=O)CC1 (stereo unspecified)	17	-4	.

Brought forward from above: 2 entries; new compounds follow.
Compound	NPYLR7 ag	hcGAS inh	mcGAS lum
CC(Oc1ccc2c(c1)OCO2)c1nn2c(C3CC3)nnc2s1 (stereo unspecified)	1	-6	-16
CCOC(=O)N1CCN(C(=O)CC2(c3ccccc3OC)CC(=O)N(C)C2=O)CC1 (stereo unspecified)	17	-4	.
COC(=O)c1ccc(OC(=O)C(=Cc2cccs2)n2nnnc2-c2ccccc2)cc1	2	-5	-7
CC(C)CN(Cn1nc(-c2cccc(Cl)c2)oc1=S)C1CCS(=O)(=O)C1 (stereo unspecified)	9	-3	-5
Clc1ccccc1-c1noc(CSc2ncnc3sccc23)n1	10	-6	.
O=C(NC1CCCCC1)NC1CCCCC1	1&-10	-10&1	-5&0
COc1cccc(CC2(CO)CCCN(Cc3c(OC)cccc3OC)C2)c1 (stereo unspecified)	6	-2	-5
COc1cc(C)ccc1OS(=O)(=O)c1cn(C)c(=O)n(C)c1=O	-1	-9	-10
CCc1sc(C(=O)OC(C)C(=O)Nc2cc(C)no2)cc1C (stereo unspecified)	15	-6	.
CCOc1ccc(C)cc1S(=O)(=O)Nc1ccc(Cl)cc1	1	-8	.

Nothing new here: seven of the compounds above.
Compound	NPYLR7 ag	hcGAS inh	mcGAS lum
CC(C)CN(Cn1nc(-c2cccc(Cl)c2)oc1=S)C1CCS(=O)(=O)C1 (stereo unspecified)	9	-3	-5
Clc1ccccc1-c1noc(CSc2ncnc3sccc23)n1	10	-6	.
O=C(NC1CCCCC1)NC1CCCCC1	1&-10	-10&1	-5&0
COc1cccc(CC2(CO)CCCN(Cc3c(OC)cccc3OC)C2)c1 (stereo unspecified)	6	-2	-5
COc1cc(C)ccc1OS(=O)(=O)c1cn(C)c(=O)n(C)c1=O	-1	-9	-10
CCc1sc(C(=O)OC(C)C(=O)Nc2cc(C)no2)cc1C (stereo unspecified)	15	-6	.
CCOc1ccc(C)cc1S(=O)(=O)Nc1ccc(Cl)cc1	1	-8	.

The listing continues.
Compound	NPYLR7 ag	hcGAS inh	mcGAS lum
CN1CCc2c(sc(NC(=O)C3COc4ccccc4O3)c2-c2nc3ccccc3s2)C1 (stereo unspecified)	12	-2	.
O=C(CCl)N1N=C(c2ccc(Cl)cc2)CC1c1ccco1 (stereo unspecified)	-5	-7	52*
COC(=O)NCC(=O)N=c1sccn1Cc1cccc2ccccc12	0	-11	-18
Cc1nc2ccc(Cl)cn2c(=O)c1NC(=O)Nc1cc(Cl)cc(Cl)c1	-4	0	1
NC(=O)c1cnc2n1CCN(C(=O)c1ccc(-n3ccnc3)cc1)C2	11	-9	.
CC(C)c1ccc(-c2nc(S(C)(=O)=O)nc3nn(Cc4ccccc4)c(N)c23)cc1	22	-10	.
CC(C)Cn1c(N)cc(=O)n(C)c1=O	-7	-3	.
O=C(C1CC1)N1CCC(N2CCCC(C(=O)N3CCc4sccc4C3)C2)CC1 (stereo unspecified)	3	-10	.
CCn1cc(-c2c(-c3ccccc3)ncn2Cc2ccc3nonc3c2)c(C)n1	-4	-6	-11
CCOc1ccc(/C=C/C(=O)NCc2ccc(OC)nc2)cc1	4	-2	.
O=C(NCc1ccc2c(c1)OCO2)C1=Cc2cc(Cl)ccc2OC1	1	-8	.
Cc1ccc(NC(=O)N(CCC#N)C(C)C2CC2)cc1 (stereo unspecified)	4	-7	-18
Cc1[nH]ccc2c1[nH]c1cc(=O)ccc12	-4	49*!	43*
CC(Oc1ccc2c(c1)OCO2)C(=O)NCCCn1nc(-c2ccccc2)ccc1=O (stereo unspecified)	-4	3	.
Cc1c(Cl)cccc1NC(=O)c1cc2nc(-c3ccc(Br)cc3)cc(C(F)(F)F)n2n1	11	-5	-6
O=C(N1CCC(n2c(-c3ccccc3)nc3ccc(F)cc32)CC1)C1(c2ccccc2)CC1	19	0	-1
CCCn1ncc(CN2CCCC(CCC(=O)Nc3ccc(C(F)(F)F)cc3)C2)c1C (stereo unspecified)	-8	-8	-12
CCOC(=O)N1CCN(c2nc(C)c3c(n2)CC(c2ccco2)CC3=O)CC1 (stereo unspecified)	-2	-10	.
CNS(=O)(=O)c1ccc(-c2nccn2CC2OCCc3ccccc32)cc1 (stereo unspecified)	15	-4	.
Cc1sc2ncnc(N3CCN(Cc4ccc(Cl)cc4)CC3)c2c1C	12	2	.
CC(=O)NCCNc1nc(NC(C)C)nc2cc(-c3ccccc3)sc12	12	-5	.
CCc1c(C(=O)N2CCC3(CCOCC3)CC2)[nH]c2ccccc12	9	-4	.
CCOc1ccc(-n2nnnc2CNC(C)=O)cc1	3	-4	-7
Clc1ccc(C2CC(c3ccc(Br)cc3)=Nc3ncnn32)c(Cl)c1 (stereo unspecified)	-1	-4	-5
O=C(C1=COCCO1)N(Cc1cccnc1)c1nc2c(F)cc(F)cc2s1	-7	-3	-8
O=C(CCc1cccs1)N1CCC(n2cnc3cc(C(F)(F)F)ccc32)CC1	.	-10	-8
